High-throughput results from PubChem BioAssay.
CHT allo act: CHT positive allosteric modulators, primary screen, cell-based, membrane potential dye, choline EC20; High affinity choline transporter 1 (Homo sapiens), Q9GZV3; CHT-expressing cells; stronger effect = higher value; LV-AA mutant CHT in HEK293 cells; B-score at 10 µM; 310,000 compounds, 0.49% hits; AID 488977, 2010;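 active = initial fluorescence not abnormally high and integrated response B-score, plate-corrected, over 3 SD above library mean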
Target sequence (Q9GZV3 whole entry, looked up): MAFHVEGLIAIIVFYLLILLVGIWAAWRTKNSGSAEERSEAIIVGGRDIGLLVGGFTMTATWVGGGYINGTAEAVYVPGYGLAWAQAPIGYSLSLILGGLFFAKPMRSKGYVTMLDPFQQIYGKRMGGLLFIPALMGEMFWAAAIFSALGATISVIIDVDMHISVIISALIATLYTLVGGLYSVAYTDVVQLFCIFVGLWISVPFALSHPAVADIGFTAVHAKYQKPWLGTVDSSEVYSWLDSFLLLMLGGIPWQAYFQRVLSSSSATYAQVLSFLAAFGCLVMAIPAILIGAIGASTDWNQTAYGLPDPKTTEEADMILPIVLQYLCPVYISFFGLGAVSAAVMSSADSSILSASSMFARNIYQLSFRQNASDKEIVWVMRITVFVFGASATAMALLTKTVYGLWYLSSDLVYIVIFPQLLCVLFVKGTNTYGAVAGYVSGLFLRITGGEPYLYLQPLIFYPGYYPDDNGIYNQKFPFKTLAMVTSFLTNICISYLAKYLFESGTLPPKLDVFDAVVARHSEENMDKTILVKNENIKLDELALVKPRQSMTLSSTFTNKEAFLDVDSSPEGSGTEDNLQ
OX1R antag: OX1R (HCRTR1) antagonists, primary screen, fluorescence, CHO/OX1R cells, Fluo-8 calcium, orexin A; Orexin/Hypocretin receptor type 1 (Homo sapiens), O43613; inhibition, % at 5 µM; 330,000 compounds, 0.43% hits; AID 434989, 2010; Fluo-8 calcium fluorescence;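 active = inhibition above its plate's threshold, mean inhibition of all tested compounds on the plate plus 3 SD, cut at about 37% in these data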;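 note: 0% = orexin A challenge wells and 100% = SB-334867-A antagonist wells; not every result past the cut was called active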
Target sequence (O43613 whole entry, looked up): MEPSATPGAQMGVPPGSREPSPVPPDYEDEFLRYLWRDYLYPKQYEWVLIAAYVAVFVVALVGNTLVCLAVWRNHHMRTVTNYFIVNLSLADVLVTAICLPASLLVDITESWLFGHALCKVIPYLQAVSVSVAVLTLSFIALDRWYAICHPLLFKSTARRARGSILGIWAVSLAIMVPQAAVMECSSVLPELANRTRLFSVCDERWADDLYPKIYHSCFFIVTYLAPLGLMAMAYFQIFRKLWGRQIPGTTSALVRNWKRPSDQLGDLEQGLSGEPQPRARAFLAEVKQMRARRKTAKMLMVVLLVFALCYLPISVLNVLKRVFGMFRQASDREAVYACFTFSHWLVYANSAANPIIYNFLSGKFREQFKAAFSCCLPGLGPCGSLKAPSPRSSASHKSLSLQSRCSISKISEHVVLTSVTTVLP
Starred values were filed as active, the others as inactive.

What do the screens show for `CC(Oc1ccc(Cl)cc1Cl)c1nc(-c2ccc(NC(=O)c3ccccn3)cc2)no1` (centres undefined)?
CHT allo act: inactive; OX1R antag: -1

How did COC(=O)[C@@]1(Cc2ccccc2)[C@H]2C(=O)N(Cc3ccccc3)C(=O)[C@H]2[C@H]2CN=C(SCc3ccccc3)N21 do in these assays?
OX1R antag: 9

Results for C#CCOCCOCCOCCNc1nc(N2CCN(C(=O)CCCCCCCCCCNC(=O)[C@@H](CCC(=O)O)n3cc(CCCCCN)nn3)CC2)nc(N2CCN(C(=O)CCCCCCCCCCNC(=O)[C@H](CO)n3cc(CCCCCN)nn3)CC2)n1 ?
CHT allo act: inactive; OX1R antag: -18

Results for O=C1c2ccccc2C2(c3ccc(F)cc3)NCCN12 (centres undefined) ?
CHT allo act: inactive; OX1R antag: -17

What do the screens show for `Cc1cc(N2CCCC2=O)cc(C)c1S(N)(=O)=O`?
CHT allo act: inactive; OX1R antag: 45*

How did CCn1c(SCC(=O)Nc2nc(C)c(C(=O)OC)s2)nnc1C(C)C do in these assays?
CHT allo act: inactive; OX1R antag: -18

What do the screens show for `O=C(Oc1cccc(N2C(=O)CCC2=O)c1)C1CC(=O)N(c2ccc(Br)cc2)C1` (centres undefined)?
CHT allo act: inactive; OX1R antag: -16

What do the screens show for `NC(=O)CC(NC(=O)c1cccc(Br)c1)c1ccc(NC2CCN(Cc3ccccc3)CC2)c([N+](=O)[O-])c1` (centres undefined)?
CHT allo act: inactive; OX1R antag: -18

How did COc1cc(OC)c(OC)cc1CNC(=O)c1cc(S(=O)(=O)N2CCOCC2)ccc1F do in these assays?
OX1R antag: -18

How did O=C(COc1ccc(Br)cc1Br)NNC(=O)c1cccs1 do in these assays?
CHT allo act: inactive; OX1R antag: -8

How did COc1ccccc1NCCC(=O)OCC(=O)Nc1ccccc1F do in these assays?
OX1R antag: -18

How did O=C(COC(=O)C12CC3CC(CC(C3)C1)C2)NCc1ccco1 do in these assays?
CHT allo act: inactive; OX1R antag: 0

5 successive compounds already listed:
What do the screens show for `NC(=O)CC(NC(=O)c1cccc(Br)c1)c1ccc(NC2CCN(Cc3ccccc3)CC2)c([N+](=O)[O-])c1` (centres undefined)?
CHT allo act: inactive; OX1R antag: -18

How did COc1cc(OC)c(OC)cc1CNC(=O)c1cc(S(=O)(=O)N2CCOCC2)ccc1F do in these assays?
OX1R antag: -18

How did O=C(COc1ccc(Br)cc1Br)NNC(=O)c1cccs1 do in these assays?
CHT allo act: inactive; OX1R antag: -8

How did COc1ccccc1NCCC(=O)OCC(=O)Nc1ccccc1F do in these assays?
OX1R antag: -18

How did O=C(COC(=O)C12CC3CC(CC(C3)C1)C2)NCc1ccco1 do in these assays?
CHT allo act: inactive; OX1R antag: 0

Back to the main list, repeating the three entries before the break.
How did O=C(COc1ccc(Br)cc1Br)NNC(=O)c1cccs1 do in these assays?
CHT allo act: inactive; OX1R antag: -8

How did COc1ccccc1NCCC(=O)OCC(=O)Nc1ccccc1F do in these assays?
OX1R antag: -18

How did O=C(COC(=O)C12CC3CC(CC(C3)C1)C2)NCc1ccco1 do in these assays?
CHT allo act: inactive; OX1R antag: 0

What do the screens show for `O=C(O)c1ccc(COc2ccc3ccccc3c2/C=C2/NC(=O)N(c3ccccc3)C2=O)cc1`?
CHT allo act: inactive; OX1R antag: 1

What do the screens show for `NC(=O)CSc1nnc(Cn2cnc3ccccc32)o1`?
CHT allo act: inactive; OX1R antag: 3

What do the screens show for `COc1cc(NC(=O)CSc2nc3c(c(=O)n(C)c(=O)n3C)n2C)cc(OC)c1`?
CHT allo act: inactive; OX1R antag: -19

How did Nc1nc(Sc2ncccc2[N+](=O)[O-])n[nH]1 do in these assays?
CHT allo act: inactive; OX1R antag: -1

How did COC(=O)CCC(=O)Nc1ccc(Br)cc1 do in these assays?
CHT allo act: inactive; OX1R antag: -17

Results for CC1=C(C)CS(=O)N(S(=O)(=O)c2ccccc2)C1 (centres undefined) ?
CHT allo act: inactive; OX1R antag: -8

Results for CN(CC(=O)Nc1ccccc1Br)C(=O)CNC(=O)C1CCCCC1 ?
OX1R antag: -17

What do the screens show for `COc1ccc(CCNC(=O)COC(=O)c2cc(S(=O)(=O)N3CCOCC3)ccc2C)cc1OC`?
OX1R antag: -5

How did COc1ccc(N2CCN(C(=O)c3ccc(CS(=O)Cc4ccc(Cl)cc4)o3)CC2)cc1 (centres undefined) do in these assays?
CHT allo act: inactive; OX1R antag: -22

What do the screens show for `c1cncc(-c2nc(NCCCn3ccnc3)c3ccccc3n2)c1`?
CHT allo act: inactive; OX1R antag: 10

How did C[C@H](NS(=O)(=O)c1ccc(Cl)cc1)C(=O)OCC(=O)NC(=O)Nc1ccc2c(c1)OCCO2 do in these assays?
CHT allo act: inactive; OX1R antag: -21

What do the screens show for `O=C(CCCN1CCc2[nH]c3ccc(F)cc3c2C1)c1ccc(F)cc1`?
CHT allo act: inactive; OX1R antag: 39

How did COc1cc2c(cc1O)C(SC)=NC(C)(C)C2 do in these assays?
CHT allo act: inactive; OX1R antag: 13

Results for CN(CCN1CCOCC1)C(=O)CC1C(=O)NCCN1Cc1ccccc1F (centres undefined) ?
CHT allo act: inactive; OX1R antag: 7

What do the screens show for `C#CCOCCOCCOCCNc1nc(N2CCN(C(=O)CCCCCCCCCCNC(=O)[C@H]([C@@H](C)CC)n3cc(CCCCCN)nn3)CC2)nc(N2CCN(C(=O)CCCCCCCCCCNC(=O)[C@H](CCCCN)n3cc(CCCC(=O)O)nn3)CC2)n1`?
CHT allo act: inactive; OX1R antag: -31

Results for CC1=C(C(=O)OCC(C)C)C(c2cccs2)NC(=S)N1 (centres undefined) ?
CHT allo act: inactive; OX1R antag: -30

Results for O=C(COC(=O)C1=NN(c2ccccc2)C(=O)CC1)NCc1ccccc1Cl ?
OX1R antag: -4

Results for O=C(Nc1ccccc1)c1ccccc1NC(=O)C(F)(F)F ?
CHT allo act: inactive; OX1R antag: -15

What do the screens show for `Cc1c([N+](=O)[O-])cc(C(=O)NCc2ccc(F)cc2)cc1[N+](=O)[O-]`?
CHT allo act: inactive; OX1R antag: -33

Results for Cc1ccc(C(=O)CC(SCC(=O)O)c2ccc([N+](=O)[O-])cc2)cc1 (centres undefined) ?
CHT allo act: inactive; OX1R antag: -15

How did CCN(CC)C(=O)COC(=O)c1cc(-c2ccc(OC)cc2)nc2ccccc12 do in these assays?
CHT allo act: inactive; OX1R antag: -20

Results for O=C(/C=C/c1ccccc1[N+](=O)[O-])N1CCCCC1 ?
CHT allo act: inactive; OX1R antag: -16

What do the screens show for `Nc1nnc(-c2ccccc2F)s1`?
CHT allo act: inactive; OX1R antag: -8

Results for N#C/C(=C\c1ccc(O)cc1)C(=O)NCc1cccc(Cl)c1 ?
CHT allo act: inactive; OX1R antag: -3

How did CCN(CC)P(=O)(Nc1ccc([N+](=O)[O-])cc1)c1c(C)nn(CCC#N)c1NC(=O)c1ccc(Cl)cc1 (centres undefined) do in these assays?
CHT allo act: inactive; OX1R antag: -15

What do the screens show for `CC(C(=O)Nc1ccc(F)c(F)c1)N1CCN(C)CC1` (centres undefined)?
CHT allo act: inactive; OX1R antag: -3

Results for COC(=O)c1sccc1NC(=O)COc1cccc(C)c1 ?
CHT allo act: inactive; OX1R antag: -29

Results for Clc1ccc2nc(CN3CCCCC3)cn2c1 ?
CHT allo act: inactive; OX1R antag: -6

How did COc1ccc(COC[C@H](C)[C@H](O)[C@@H](C)[C@H]2OC(=O)[C@@H]2C)cc1 do in these assays?
CHT allo act: inactive; OX1R antag: -16

Results for CN(C)CCCn1c2c(c(SCC(=O)Nc3ccc4c(c3)OCO4)nc1=O)CCC2 ?
CHT allo act: inactive; OX1R antag: -11

What do the screens show for `Cc1cccc(NC(=O)c2cnc3n(c2=O)CCS3)c1`?
CHT allo act: inactive; OX1R antag: -1

What do the screens show for `C=CCSc1nnc(-c2c[nH]c3ccccc23)n1CCOC`?
CHT allo act: inactive; OX1R antag: -9

How did Nc1nc(SCC(=O)Nc2ccc(Oc3ccccc3)cc2)n[nH]1 do in these assays?
CHT allo act: inactive; OX1R antag: 6

What do the screens show for `COc1ccc(C(=O)N(Cc2nc(-c3ccc(C)cc3)no2)C2CCCCC2)cc1OC`?
CHT allo act: inactive; OX1R antag: -40

How did CC(C)CNc1nc(N)c([N+](=O)[O-])c(NC2CCCCC2)n1 do in these assays?
CHT allo act: inactive; OX1R antag: -7

What do the screens show for `CCOC(=O)Cn1nc(C)c(NC(=O)COc2ccccc2[N+](=O)[O-])c1C`?
CHT allo act: inactive; OX1R antag: -4

Molecules above that contain a thiophene ring, fused or not, in the order listed:
How did O=C(COc1ccc(Br)cc1Br)NNC(=O)c1cccs1 do in these assays?
CHT allo act: inactive; OX1R antag: -8

Results for CC1=C(C(=O)OCC(C)C)C(c2cccs2)NC(=S)N1 (centres undefined) ?
CHT allo act: inactive; OX1R antag: -30

Results for COC(=O)c1sccc1NC(=O)COc1cccc(C)c1 ?
CHT allo act: inactive; OX1R antag: -29

Next part.
Results for CC(=O)Oc1ccc(C(=O)[C@H]2[C@H]3C(=O)N(c4ccc5ccccc5c4)C(=O)[C@H]3[C@@H]3C=CC=NN32)cc1 ?
CHT allo act: inactive; OX1R antag: -11

What do the screens show for `O=C(Nc1ccc(Oc2ccc(C(=O)O)c(C(=O)O)c2)cc1)c1cccs1`?
CHT allo act: inactive; OX1R antag: -27

What do the screens show for `O=C(c1ccc(N2CCCC2=O)cc1)N1CCCCCC1`?
CHT allo act: inactive; OX1R antag: -9

What do the screens show for `COc1ccccc1-c1nn(-c2ccccc2)cc1C(=O)NC1CC1`?
OX1R antag: -14

Results for CCOC(=O)C1C(=O)NC(N2CCN(Cc3ccccc3)CC2)=NC1c1ccccc1 (centres undefined) ?
CHT allo act: inactive; OX1R antag: -13

Results for CCN(CC(=O)Nc1ccc(NC(C)=O)cc1)c1ccc(C(F)(F)F)cn1 ?
CHT allo act: inactive; OX1R antag: -14

What do the screens show for `CCOC(=O)Cc1ccc(NCc2ccc(Cl)cc2)cc1`?
CHT allo act: inactive; OX1R antag: -6

What do the screens show for `COc1ccc2sc(-c3ccccc3OC)c(C#CCCO)c2c1`?
OX1R antag: -14

Results for CCOC(=O)C1CCN(c2cc(=O)n(C3CCCCC3)c(=O)[nH]2)CC1 ?
CHT allo act: inactive; OX1R antag: -10

What do the screens show for `CN=c1scc(-c2cccs2)n1/N=C/c1ccc(O)c(O)c1O`?
CHT allo act: inactive; OX1R antag: -6

Results for CCCc1nc2oc3c(=O)[nH]cnc3c2c2c1COC(C)(C)C2 ?
CHT allo act: inactive; OX1R antag: -18

What do the screens show for `COC1=CC(=Cc2c(N)n3nc(CC(=O)N4CCOCC4)sc3nc2=O)C=C(OC)C1=O`?
CHT allo act: inactive; OX1R antag: 0

Results for NS(=O)(=O)c1ccc(N=Nc2c(-c3ccccc3)[nH]n(-c3nc(-c4ccccc4)cs3)c2=O)cc1 ?
CHT allo act: inactive; OX1R antag: 25

Results for O=C(NCCCN1CCCC1=O)C1CCN(S(=O)(=O)c2ccc(F)cc2)CC1 ?
OX1R antag: -7

How did Cc1cccc(-c2c3c(=O)n(C)c(=O)n(C)c3cn2-c2ccccc2O)c1 do in these assays?
CHT allo act: inactive; OX1R antag: -16

Results for CCS(=O)(=O)c1ccc2oc(SCC(=O)NC3CCCC(C)C3C)nc2c1 (centres undefined) ?
CHT allo act: inactive; OX1R antag: -20

How did Cc1ccc(NC(=O)C2CC(=O)N(c3ccc4c(c3)OCCO4)C2)cc1S(=O)(=O)N1CCCCCC1 (centres undefined) do in these assays?
CHT allo act: inactive; OX1R antag: -1

What do the screens show for `Cc1ccc(OC(C)C(=O)Nc2ccc(Cl)cn2)c([N+](=O)[O-])n1` (centres undefined)?
OX1R antag: -20

What do the screens show for `O=C(Nc1ccn(Cc2ccccc2F)n1)c1ccc(COc2ccc(Br)cc2)cc1`?
CHT allo act: inactive; OX1R antag: 33

Results for O=C(NC1CCCCCC1)C1c2ccccc2C(=O)N1CCCN1CCOCC1 (centres undefined) ?
CHT allo act: inactive; OX1R antag: -17

How did Cc1noc2ncnc(Oc3ccccc3Cl)c12 do in these assays?
CHT allo act: inactive; OX1R antag: -4

Results for COc1cc(C(=O)NCC(=O)N/N=C(\C)Cc2ccccc2)cc(OC)c1OC ?
CHT allo act: inactive; OX1R antag: -22

How did CN(C)CCOCCOc1ccc(Cl)cc1C(C)(C)C do in these assays?
CHT allo act: inactive; OX1R antag: -3

Results for CN(C)S(=O)(=O)c1ccc(C(=O)Nc2nnc(-c3cccs3)o2)cc1 ?
CHT allo act: inactive; OX1R antag: -8

How did Cn1c(=O)c(C(=O)NCC2CCCO2)c(O)c2ccccc21 (centres undefined) do in these assays?
CHT allo act: inactive; OX1R antag: 6

How did CN(C)CCCNC(=O)c1cc(C(=O)c2ccccc2)c[nH]1 do in these assays?
CHT allo act: inactive; OX1R antag: 1

How did Cn1c(C(=O)O)ccc1S(=O)(=O)N1CCCCCC1 do in these assays?
CHT allo act: inactive; OX1R antag: -4

What do the screens show for `COc1cc(OC)cc(C(=O)N[C@H](C(=O)NNC(=O)c2ccc(Br)cc2)C(C)C)c1`?
OX1R antag: -29

How did CC(C)(C)OC(=O)NCC(=O)NNC(=O)C(C(=O)OCc1ccccc1)c1ccccc1 (centres undefined) do in these assays?
OX1R antag: -16

What do the screens show for `COc1ccc(C(=O)NC2=NCCS2)cc1S(=O)(=O)N1CCCCC1C` (centres undefined)?
CHT allo act: inactive; OX1R antag: -9

How did CCC(Oc1ccccc1)C(=O)Nc1nc2c(s1)C(=O)CC(C)(C)C2 (centres undefined) do in these assays?
CHT allo act: inactive; OX1R antag: -1
